D2 PAM – positively modulates the human D2 dopamine receptor allosterically. HEK293 T-REx D2, calcium flux, EC20 dopamine potentiation. P14416. actives 0.34% (n = 340,000). AID 485347. potentiation, % at 10 µM;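 active means potentiation over 3 SD above the plate norm, cut at about 30% in these data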; further: 0% is about no effect
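Tetracycline-induced Hek293 Trex D2 cells, force-coupled to calcium, loaded with no-wash calcium dye. Compound added with 180 s kinetic read for agonism, then EC20 dopamine and a further 180 s read for potentiation.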
TRHR PAM – allosteric enhancers of human TRH receptor | P34981 | TRHR cells, fluo-8 calcium fluorescence, EC20 TRH enhancement | enhancement, % at 2 µM | actives 0.66% (n = 360,000) | AID 493056; in the data active means enhancement above about 30%; further: 0% is about no effect
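TRHR-expressing cells loaded with fluo-8 calcium dye were read kinetically (ex 480/em 530) during compound addition, then stimulated with an EC20 of TRH (10 nM final). Enhancement of the Gq-mediated intracellular calcium response was scored.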
D2 agonist – D2 dopamine receptor (human) agonism; P14416; HEK293 T-REx D2 cells, calcium flux agonist mode; activation, % at 2 µM; actives 0.53% (n = 340,000);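 active means activation over 3 SD above normal in the single-dose calcium agonist read, cut at about 30% in these data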; further: 0% is about no effect
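HEK293 Trex D2 cells, tetracycline-induced, o/n 30 C 5% CO2; no-wash Ca dye, RT 30–90 min; 10-cycle baseline, 23 nl cpd added, kinetic Ca read 180 s; agonist hits = positive Ca response.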
RXFP1 antag – blocks the human relaxin receptor RXFP1; actives 0.59% (n = 350,000); AID 1259400; activity change, negative = inhibition, % at 57.5 µM; HEK293-RXFP1, relaxin-stimulated cAMP HTRF, 30 min; active compounds read low; Q9HBX9;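 active means activity change of -60% or lower, but not beyond a set lower limit; inconclusive means change between -60% and -40%, or beyond the set limit; inactive means change above -40%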; further: on the % scale 0 is the no-effect control and ±100 the full control effect
Target sequence (Q9HBX9 whole entry, looked up): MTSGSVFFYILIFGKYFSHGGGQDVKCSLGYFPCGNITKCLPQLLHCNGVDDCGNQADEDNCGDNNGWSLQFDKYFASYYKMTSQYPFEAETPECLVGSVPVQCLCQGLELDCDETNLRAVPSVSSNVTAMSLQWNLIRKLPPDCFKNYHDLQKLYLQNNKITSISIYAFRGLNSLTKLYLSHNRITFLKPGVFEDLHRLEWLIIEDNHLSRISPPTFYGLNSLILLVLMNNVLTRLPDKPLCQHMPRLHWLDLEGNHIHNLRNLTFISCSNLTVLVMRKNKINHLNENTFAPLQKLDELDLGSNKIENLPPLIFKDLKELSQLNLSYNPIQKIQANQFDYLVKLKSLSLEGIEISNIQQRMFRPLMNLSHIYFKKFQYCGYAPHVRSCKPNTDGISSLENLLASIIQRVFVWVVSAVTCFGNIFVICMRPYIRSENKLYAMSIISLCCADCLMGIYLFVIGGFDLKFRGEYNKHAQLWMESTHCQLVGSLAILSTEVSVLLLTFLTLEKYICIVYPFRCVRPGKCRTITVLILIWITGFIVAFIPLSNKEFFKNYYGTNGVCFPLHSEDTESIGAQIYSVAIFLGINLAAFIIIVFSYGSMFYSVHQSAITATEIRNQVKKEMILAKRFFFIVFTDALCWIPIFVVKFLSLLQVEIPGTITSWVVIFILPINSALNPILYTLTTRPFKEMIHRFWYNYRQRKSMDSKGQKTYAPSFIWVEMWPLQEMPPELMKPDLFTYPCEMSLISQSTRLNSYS
D1 potentiator – potentiators of human D1 dopamine receptor; P21728; HEK293 TREx D1 cells, calcium flux, dopamine EC20 potentiation; potentiation, % at 10 µM; actives 0.036% (n = 360,000); AID 504651; in the data active means potentiation above about 30%; further: 0% is about no effect
D1 antag – blocks dopamine activation of the human D1 receptor; actives 3.2% (n = 360,000); HEK293 TREx D1 cells, calcium flux, dopamine EC80; active compounds read low; P21728; activity change, negative = inhibition, % at 10 µM; AID 504652; in the data active means activity change below about -30%; further: on the % scale 0 is the no-effect control and ±100 the full control effect
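Inducible Hek293 Trex D1 cells (tetracycline, overnight, 30 C). Calcium dye 30–90 min RT. Antagonist mode: EC80 dopamine added after 180 s compound read.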
D2 antagonist – antagonizes the human D2 dopamine receptor | HEK293 TREx D2 cells, calcium flux, dopamine EC80 | inhibition, % at 10 µM | actives 2% (n = 340,000) | AID 485344; in the data active means inhibition above about 30%; further: 0% is about no effect
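Read-out: kinetic calcium fluorescence (1 cycle/s) in inducible HEK293 T-REx D2 cells after an EC80 dopamine addition that followed 180 s compound preincubation. Loss of the dopamine response indicates antagonism.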
TRHR agonist – agonists of human TRH receptor; P34981; TRHR cells, calcium flux fluo-8, FDSS agonist mode; activation, % at 2 µM; actives 0.18% (n = 360,000); further: 0% is about no effect
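TRHR-expressing cells, plated overnight in medium with 10% serum, were loaded with fluo-8 calcium dye at room temperature. After a 10 s baseline, library compound was pin-added and calcium release was recorded kinetically (ex 480/em 530) as agonist response.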
D1 agonist – human D1 receptor agonism. P21728. HEK293 T-REx D1 cells, calcium flux, agonist mode. activation, % at 2 µM. actives 1% (n = 360,000). AID 504660; further: 0% is about no effect
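Agonism was scored from calcium flux recorded over 180 s (1 read/s) after pintool compound addition, following a 10-cycle baseline. Cells were inducible force-coupled HEK293 TREx D1, plated overnight at 30 C and loaded with no-wash calcium dye.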
Starred values were filed as active, the others as inactive; ? = inconclusive; . = not tested or not shown. Unless noted, no stated cut-off is given here; in the data, active means activation above about 30%; inactive means the rest.

The line under a structure holds: D2 PAM	TRHR PAM	D2 agonist	RXFP1 antag	D1 potentiator	D1 antag	D2 antagonist	TRHR agonist	D1 agonist
NC(=S)N/N=C/c1ccc(OC(=O)c2cccnc2)cc1
  1	1	1.2	-6	-3	-2	-1	0.2	4
COc1ccc(C(=O)N2CCN(C)C(=O)[C@@H]2C)cc1OC1CCN(C(C)=O)CC1
  -1	2	0.2	1	-1	-5	9	1.3	1
O=C(Cn1cc2c(n1)CCCC2)NC1CCN(Cc2ccccc2)CC1
  -24	-3	-0.6	-16	4	11	-2	-0.1	2
O=C1C2CCCN2C(=O)N1CCCCN1CCN(c2ccccc2)CC1 (stereo unspecified)
  -32	21	86*	6	-8	-24	62*	-0.2	5
COc1cccc(NC(=O)C2CCCN2C(=O)Nc2ccccc2F)c1 (stereo unspecified)
  11	2	-0.2	8	-1	-4	5	-1.3	1
Cc1ccc(S(=O)(=O)c2nc(-c3ccco3)oc2SCC(C)C)cc1
  8	-2	0.7	-30	1	1	.	1.1	12
CC(=O)Nc1ccc(S(=O)(=O)NCCC(=O)OC(C)C(=O)c2ccc(C)cc2)cc1 (stereo unspecified)
  -3	-4	-0.1	2	0	-4	8	0.1	7
CCn1ncc(Br)c1C(=O)Nc1ncc(C)s1
  7	0	0.5	-5	1	0	21	-0.3	0
O=[N+]([O-])c1cccnc1Sc1n[nH]c(-c2ccc(Cl)cc2)n1
  0	2	-2.1	-2	3	5	-5	-2.1	1
COc1ccc(NC(=O)Cn2c(=O)n(CCc3ccccc3)c(=O)c3c4c(sc32)CCCC4)cc1
  1	1	0.0	.	1	11	.	0.1	1
CCC(C)Sc1nnc(NS(=O)(=O)Cc2ccccc2)s1 (stereo unspecified)
  2	-2	-0.8	-2	-10	-12	8	-0.2	0
O=C(Nc1ccc(Br)cc1)C1Cc2ccccc2O/C1=N\O (stereo unspecified)
  -5	5	.	1	1	3	.	1.8	3
COc1ccccc1CNC(=O)c1sccc1-c1ccccc1
  0	10	-0.6	-10	2	-12	15	-1.0	-3
Cn1c(=O)[nH]c(=O)c2c1ncn2CCN1CCOCC1
  6	-4	0.2	2	1	-12	38*	0.6	0
CC[C@H](C)[C@H](NC(=O)c1ccccc1)C(=O)Nc1ccc(S(=O)(=O)Nc2cc(C)nc(C)n2)cc1
  0	4	0.0	9	-5	23	-5	0.4	4
CCc1nnc(NC(=O)CSc2nnc(C(C)NC(=O)c3ccccc3F)n2C)s1 (stereo unspecified)
  -1	5	0.2	-7	-2	-7	-3	0.1	2
CCCn1ncc(/C=N/O)c1C
  -14	-2	-0.3	8	-8	2	-9	-0.2	5
O=C(NCc1ccccc1)C(c1ccc(F)cc1)N(C(=O)c1csnn1)c1ccccc1 (stereo unspecified)
  4	1	-0.5	4	0	-5	-7	-1.8	5
COc1ccccc1NC(=O)Cc1ccc(-c2ccccc2)cc1
  .	-2	-2.0	-34	-6	-39*	19	0.7	6
COC(=O)C1=C(C)N(C(C)C)C(=O)C1(NC(=O)c1ccc(C(C)(C)C)cc1)C(F)(F)F (stereo unspecified)
  1	-6	0.6	-15	-2	0	.	-1.2	2
CN(Cc1ccccc1F)C(=O)CNC(=O)Cc1cccc2ccccc12
  1	-3	0.2	1	-4	-9	6	-0.3	0
CC(C)[C@H](NC(=O)c1ccco1)C(=O)OCC(=O)Nc1ccc(Cl)c(S(=O)(=O)N(C)C)c1
  -1	10	0.4	1	1	-3	-21	0.2	6
Cc1cccc([C@@H]2[C@@H]3C(=O)N(Cc4ccccc4)C(=O)[C@@H]3[C@]3(C)C(=O)N(c4cccc(F)c4)C(=O)N23)c1
  6	6	0.9	.	-3	9	12	0.2	-1
O=C(Nc1ccccc1C(=O)Nc1ccccc1C(=O)O)c1ccccc1
  .	-7	.	-6	-4	-1	.	0.6	5
CCc1ccc(C(=O)NNC(=O)c2ccc(=O)n(C)n2)cc1
  -2	17	-0.4	7	6	0	-13	0.2	-1
COc1cc2cc(C(=O)N3CCN(Cc4ccc5c(c4)OCO5)CC3)[nH]c2cc1OC
  -4	-4	-0.2	-8	0	-20	3	-0.3	3
C/C(=N\NC(=O)c1ccccc1[N+](=O)[O-])c1ccc(Br)s1
  13	-6	0.6	-66*	0	3	22	-0.3	2
CC(C)c1cccc(-c2ccc3c(c2)S(=O)(=O)c2cccc(C(=O)O)c2C3=O)c1
  -7	3	-1.3	.	-2	.	-2	-0.4	-3
COc1ccc(-n2c(=O)c3c4c(sc3n(Cc3ccc(F)cc3)c2=O)CN(C(C)=O)CC4)c(OC)c1
  10	7	.	.	-1	6	.	-0.1	-1
Cc1ccc(C(=O)c2cn(Cc3ccccc3F)c3cc4c(cc3c2=O)OCO4)cc1
  -3	7	0.1	-18	-5	-22	.	0.3	4

Later entries:
SMILES,D2 PAM,TRHR PAM,D2 agonist,RXFP1 antag,D1 potentiator,D1 antag,D2 antagonist,TRHR agonist,D1 agonist
O=C1CC(c2cccc(Cl)c2)CC(O)=C1C=NC1CCCC1 (stereo unspecified),7,3,-0.5,.,-3,-11,-8,-0.4,-1
O=C(Oc1ccc(/C=N/O)cc1)c1ccccc1,-6,-5,-0.2,-13,-8,-6,-12,-0.1,2
O=C(CSc1nnc(COc2ccccc2)n1Cc1ccco1)NCc1ccco1,-3,-4,-1.3,-1,-5,1,16,-1.2,1
CN1CCN(c2ccc(NC(=O)c3ccc(Br)o3)cc2)CC1,-4,-14,0.7,-1,-10,-41*,9,0.3,4
O=C(CN1C(=O)NC(c2ccccc2)(c2ccccc2)C1=O)NCc1cccs1,-3,5,0.1,-10,-6,-4,22,-0.1,3
CCn1cc([N+](=O)[O-])c(C(=O)Nc2c(C)nn(Cc3c(F)c(F)c(F)c(F)c3F)c2C)n1,8,-2,-0.1,-25,-2,0,7,0.3,0
O=C(N1CCOCC1)N1CCc2ccccc21,1,4,-2.5,2,1,14,-16,0.2,9
CCOC(=O)C1CCCN(c2ncnc3c2cnn3-c2cccc(C)c2)C1 (stereo unspecified),-10,-9,0.6,-2,-6,-11,3,0.2,3
CCC/C=N/Nc1nnc(Cc2ccccc2)c(=O)[nH]1,-1,7,-0.4,-5,-6,11,-8,-0.2,3
O=C(Nc1ccc(N2CCOCC2)cc1)C1(S(=O)(=O)c2ccccc2)CC1,-3,1,3.6,7,-7,1,-2,0.7,1
CCn1cnc2cc(NCc3nc4ccccc4n3C)ccc21,-5,-7,0.2,-2,-1,11,-20,-0.2,2
COc1ccccc1NC(=O)c1cc(C(=O)Nc2ccccc2OC)cc(N2C(=O)CCC2=O)c1,-3,1,0.0,-2,-2,-4,18,-0.4,0
C/C(=N\Nc1ccc(C#N)cc1[N+](=O)[O-])c1ccc(C)o1,9,5,-0.5,-3,-4,-7,-1,-1.1,-1
Cc1ccc(SCC(=O)Nc2ccc(C(=O)Nc3ccc(O)cc3)cc2)cc1,3,-3,-0.9,?,2,-3,72*,-0.6,7
Cc1ccc(C)c(NC(=O)CN(C)C(=O)c2cc(S(=O)(=O)N3CCOCC3)ccc2N2CCCC2)c1,-14,6,-0.4,0,4,7,-5,-0.5,4
Cc1nc(C)n(C(C)CNC(=O)c2ccco2)n1 (stereo unspecified),-7,2,1.5,4,-3,-20,1,0.7,5
COC(=O)[C@H](C)NC(=O)N1CCC(Cc2ccccc2)CC1,-1,-6,0.6,11,0,-2,0,0.4,2
CCOC(=O)c1ccc(NC(=O)NCc2ccccc2OC)cc1,16,-5,-0.3,-6,-7,-7,0,-0.4,20
O=C(NC1CCCCC1)N1CCN(CCc2ccccc2)CC1,-1,19,0.5,-15,-3,7,-6,0.1,1
O=C(Nc1cccc(-c2nc3ccccc3[nH]2)c1)c1ccccn1,10,11,-1.4,-25,-5,0,4,-0.2,2
Cc1cc(=O)c2cc(C(=O)Nc3ccc(C)c(C)c3)ccc2[nH]1,11,4,0.8,3,0,-11,.,0.4,1
O=c1c2cc3c(cc2n(Cc2ccccc2)c(=O)n1Cc1nc(-c2ccccc2)no1)OCO3,4,10,0.9,-5,-1,0,.,-0.9,1
O=c1c2sccc2n(Cc2cccc(F)c2)c(=O)n1-c1ccc(F)cc1,-5,4,-0.2,0,8,8,-15,-0.3,0
COCCCNc1nc2c(c(=O)n(Cc3ccccc3)c(=O)n2C)n1C,.,-1,2.2,.,-2,9,.,1.1,2
Cc1cc(C)cc(Nc2cc(C)nc3nc(C)nn23)c1,1,12,-0.5,-19,.,-20,-11,-1.0,0

Quoted from the entries so far (ten entries):
SMILES,D2 PAM,TRHR PAM,D2 agonist,RXFP1 antag,D1 potentiator,D1 antag,D2 antagonist,TRHR agonist,D1 agonist
Cc1nc(C)n(C(C)CNC(=O)c2ccco2)n1 (stereo unspecified),-7,2,1.5,4,-3,-20,1,0.7,5
COC(=O)[C@H](C)NC(=O)N1CCC(Cc2ccccc2)CC1,-1,-6,0.6,11,0,-2,0,0.4,2
CCOC(=O)c1ccc(NC(=O)NCc2ccccc2OC)cc1,16,-5,-0.3,-6,-7,-7,0,-0.4,20
O=C(NC1CCCCC1)N1CCN(CCc2ccccc2)CC1,-1,19,0.5,-15,-3,7,-6,0.1,1
O=C(Nc1cccc(-c2nc3ccccc3[nH]2)c1)c1ccccn1,10,11,-1.4,-25,-5,0,4,-0.2,2
Cc1cc(=O)c2cc(C(=O)Nc3ccc(C)c(C)c3)ccc2[nH]1,11,4,0.8,3,0,-11,.,0.4,1
O=c1c2cc3c(cc2n(Cc2ccccc2)c(=O)n1Cc1nc(-c2ccccc2)no1)OCO3,4,10,0.9,-5,-1,0,.,-0.9,1
O=c1c2sccc2n(Cc2cccc(F)c2)c(=O)n1-c1ccc(F)cc1,-5,4,-0.2,0,8,8,-15,-0.3,0
COCCCNc1nc2c(c(=O)n(Cc3ccccc3)c(=O)n2C)n1C,.,-1,2.2,.,-2,9,.,1.1,2
Cc1cc(C)cc(Nc2cc(C)nc3nc(C)nn23)c1,1,12,-0.5,-19,.,-20,-11,-1.0,0
